Bioassay records: PubChem BioAssay, National Center for Advancing Translational Sciences (NCATS)
HepG2 tox: counter-screen for TGF-b inhibitors: cytotoxicity in HepG2 cells | HepG2 CAGA-GFP viability, ATP luminescence, 18 h | Potency, µM (highest dose often 46.1 µM), without a hit: at the highest dose activity change, negative = cytotoxicity, hits mostly cytotoxic | actives 0.76% (n = 410,000) | AID 588856; further: potency means the concentration at half of the fitted maximal effect; some results filed as inactive show a strong effect at the top dose
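HepG2 CAGA-GFP cells (1000/well, DMEM with 1% FBS) received compound, then TGF-beta at 500 pg/mL final, and were incubated 18 hours at 37 degrees C. Viability was read by CellTiter-Glo luminescence. Media-only wells were set as complete cell-killing and DMSO as no toxicity.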
A549 tox: A549 cytotoxicity, counter-screen for Nrf2 inhibitors | A549 ARE-Fluc cells, CellTiter-Fluor viability, 18-24 h | Potency, µM (titrated, usually from 46 µM), for inactives: at the top dose activity change, negative = cytotoxicity, most hits filed as inhibitors | actives 0.16% (n = 390,000) | AID 504648; further: potency means the concentration at half of the fitted maximal effect; on the % scale 0 is the no-effect control and ±100 the full control effect
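A549 ARE_Fluc cells in 5% FBS OPTI-MEM were exposed to compounds in concentration-response for 18-24 h at 37 deg C. Viability was read by CellTiter-Fluor fluorescence (Ex 405/Em 525) after 30 min, before the luciferase read.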
Nrf2 ARE act: activators of Nrf2 (ARE) signaling | AREc32 ARE-luciferase reporter (MCF7-derived line), luminescence, 24 h | Potency, µM (series often up to 46.1 µM), for inactives: at the highest dose activation, most hits filed as activators | actives 0.31% (n = 410,000) | AID 624171; further: potency means the concentration at half of the fitted maximal effect; % of control where 0% means no effect; nearly all actives have a fitted effect of over 65% in size
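For detection, Steady-Glo was added and plates sat 30 min at RT; before that, AREc32_Fluc cells grown overnight in OPTI-MEM/5% FBS had been treated with 23 nL compound for 24 hr at 37 deg C.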
MmCpn inh: inhibitors of Methanococcus maripaludis chaperonin (MmCpn); purified Mm-Cpn ATPase, ADP Transcreener TR-FRET; Potency, µM (highest dose often 76.9 µM), without a hit: top-dose activity, negative = inhibition, actives largely listed as inhibitors; actives 0.031% (n = 330,000); AID 504842; further: potency means the concentration at half of the fitted maximal effect; on the % scale 0 is the no-effect control and ±100 the full control effect; nearly all actives have a fitted effect of over 80% in size
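TR-FRET (320 nm excitation; 590 and 665 nm emission) reports ADP made from 10 uM ATP by 25 nM enzyme; compounds were preincubated 10 min, reaction run 30 min, both at 37°C.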
CCT chaperon mod: changes cytosolic chaperonin activity | purified chaperonin ATPase assay, HTRF ADP detection, 30 min | activity change, % (concentration not given with the values), hits read low | actives 0.3% (n = 360,000) | AID 651819; in the data active means activity change below about -30%; further: on the % scale 0 is the no-effect control and ±100 the full control effect
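TRiC (40 or 20 nM final, by batch activity) in 30 mM Tris pH 7.4, 100 mM KCl, 5 mM MgCl2, 1 mM DTT was treated with compound at 76 uM single dose, then 10 uM ATP, 30 min at 37 °C. ADP was read by HTRF Transcreener.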
Nrf2 inh: blocks Nrf2 signaling; A549 ARE-Fluc reporter, luciferase luminescence, 18-24 h; Potency, µM (top dose mostly 46 µM), for the others: top-dose activity change, negative = inhibition, hits mostly inhibitors; actives 2.1% (n = 360,000); AID 504444; further: potency means the concentration at half of the fitted maximal effect; on the % scale 0 is the no-effect control and ±100 the full control effect; nearly all actives have a fitted effect of over 60% in size
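Cells were seeded and rested 2 h, then exposed to compounds for 18-24 h. CellTiter-Fluor was read first as a viability measure. BugLite was added 15 min before the final luminescent read of ARE-luciferase activity in A549 cells.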
TGFb SMAD3 inh: blocks TGF-b signaling | HepG2 CAGA-GFP TGF-b/SMAD3 reporter, GFP fluorescence, 18 h; TGF-beta stimulated, 500 pg/mL final | actives 1.2% (n = 410,000) | Potency, µM (titrated, usually from 46.1 µM), inactives show at the highest dose activity, negative = inhibition, hits mostly inhibitors; further: potency means the concentration at half of the fitted maximal effect; on the % scale 0 is the no-effect control and ±100 the full control effect; nearly all actives have a fitted effect of over 65% in size
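HEPG2 CAGA-GFP cells (1000/well, DMEM with 1% FBS) were pre-incubated 2 h at 37 degrees C, given compound by pin tool, then stimulated with TGF-beta at 500 pg/mL final for 18 h before per-cell GFP fluorescence imaging.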
ATXN viability: reduces viability in counter-screen for ATXN expression inhibitors; S2 cells (HEK-293 line with an ATXN2-luciferase reporter) viability, CellTiter-Fluor protease fluorescence, 24 h; Potency, µM (top dose mostly 56.7 µM), actives largely listed as cytotoxic; actives 0.49% (n = 400,000); further: potency means the concentration at half of the fitted maximal effect; nearly all actives have a fitted effect of over 40% in size
pAkt inh: inhibitors of Akt phosphorylation; Neuro2A IGF-stimulated pAkt S473 HTRF, 20 min; hits give low values; activity change, % for hits at 50 µM; actives 0.32% (n = 360,000); in the data active means activity change below about -80%; inconclusive means mostly about -51% to -80%; further: on the % scale 0 is the no-effect control and ±100 the full control effect
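Neuro2A cells (4,500/well, DMEM with 0.5% FBS) were treated with compound at a single 50 µM final concentration, stimulated with 6 nM IGF for 20 min at 37 °C, and lysed. Phospho-Akt Ser473 was read by HTRF as 665/615 ratio ×10^4.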
* hit, by the source's call; i = inactive; ? = inconclusive; . = not tested or not shown; [ ] = remark or other dose. Unless noted, the call rests on the fitted dose curve; in most records, active means well fitted curve in the direction sought with a large enough effect; inconclusive means small, poorly fitted or top-dose-only effect, or another doubt; inactive means no such curve, though single readings can be large; an effect the other way counts as inactive or inconclusive. Hits appear at their usual frequency; any-hit rate near 4.4%.

Compound,HepG2 tox,A549 tox,Nrf2 ARE act,MmCpn inh,CCT chaperon mod,Nrf2 inh,TGFb SMAD3 inh,ATXN viability,pAkt inh
C=CCn1c(=O)c2c(nc3n2CC(C)CN3c2cccc(OC)c2)n(C)c1=O (configuration not stated),6%,-1%,0.0%,?,-0.8,?,2%,i,i
Cc1ccc(C(=O)Nc2ccc(Cl)cc2C)c(Cl)c1,-3%,3%,3.9%,1%,-4.6,?,3%,i,i
Cc1oc(-c2ccc(Cl)cc2)nc1CN1CCC(C(=O)NCc2cccs2)CC1,-41%,-20%,5.2%,-1%,2.1,4%,-22%,i,i
Cc1nn(-c2ccc(N3CCOCC3)nn2)c(C)c1CCC(=O)Nc1ccc(F)cc1,-10%,1%,0.1%,1%,-1.3,5%,-25%,?,.
COc1cc(OC)c(NC(=O)c2cn(C)c(=O)c3cc(OC)c(OC)cc23)cc1Cl,1%,4%,-0.1%,.,.,-19%[9.27 µM],-5%,i,.
O=C(COC(=O)c1cnccn1)Nc1c(Cl)cc(Cl)cc1Cl,-3%,5%,1.8%,1%,-1.1,6%,2%,i,i
O=C(CS(=O)(=O)Cc1ccccc1)NCc1ccc2c(c1)OCO2,-20%,1%,-0.5%,-1%[15.4 µM],-2.5,-15%,-16%,?,i
O=C(Cn1ccc(C(F)(F)F)n1)NNC(=O)c1ccco1,-24%,1%,-0.6%,-4%,-0.9,16%,-3%,i,i
Cc1ccc(C2(c3noc(CN(C)CC4CCCCO4)n3)CCCC2)cc1 (configuration not stated),13%,15%,2.2%,3%,1.0,?,-18%,i,i
O=C(O)c1ccccc1C(=O)N1CCN(c2cccc(Cl)c2)CC1,-5%,-2%,-0.7%,-4%,0.3,-8%,5%,i,i
CCOc1ccc(NC(=O)CC2C(=O)OCCN2CC)cc1 (configuration not stated),2%,-3%,7.2%,.,.,12%,16%,i,.
O=C(Nc1ccccc1)O/N=C/c1ccc(F)cc1,-10%,16%,6.4%,0%,0.6,?,3%,i,i
COc1ccc(-c2ccc(-c3noc(C4CCCCC4)n3)c(OC)n2)cc1,-1%,-1%,0.0%,-5%,-0.3,-11%,4%,i,i
COc1ccc(S(=O)(=O)N2CCCCC2c2cc(C(=O)N3CCOCC3)no2)cc1 (configuration not stated),-10%,.,0.4%,.,-1.3,.,-11%,i,i
O=S(=O)(Nc1ccc(-c2csc(-c3ccccc3)n2)cc1)c1ccccc1,14µM*,2%,3.3%,-19%,-4.1,-13%,?,?,i
CN1C(=O)N(c2ccc(Cl)cc2)C(C)(O)CC1(C)C (configuration not stated),0%,1%,-0.7%,-4%,-0.5,-10%,134%[activator],i,i
Cc1ccc(N(CC(=O)N/N=C/c2ccco2)S(=O)(=O)c2ccccc2)cc1,-1%,-6%,3.8%,-1%,-1.4,11%,-1%,i,.
O=C(Nc1ccc2c(c1)OCO2)C1CCCN1C(=O)Nc1cccc(F)c1 (configuration not stated),-22%,-6%,0.1%,3%,0.1,-37%,-1%,?,i
Cc1ccccc1OCCNC(=S)Nc1ccccc1,-12%,-1%,3.7%,1%,0.8,-27%,?,i,i
CCCSC1=NN2CCCC(=O)N=C2S1,9%,3%,3.5%,2%,0.9,?,-11%,i,i
COCCCNC(=O)c1ccc2nc3ccccc3c(=O)n2c1,-32%,20%,1.9%,-26%,-1.2,.,?,.,.
CC(=O)Oc1cccc(C(=O)Nc2ccccc2NC(=O)c2cccc(OC(C)=O)c2)c1,-42%,3%,1.3%,1%,-2.3,2%,0%,i,i
O=S(=O)(CCc1ccncc1)Cc1ccc2c3c(cccc13)CC2,-56%,3%,0.3%,1%,-1.4,?,?,.,i
COc1ccc(C2C(C#N)=C(N)Oc3n[nH]c(C)c32)cc1Cn1cc([N+](=O)[O-])cn1 (configuration not stated),-35%,2%,0.6%,1%,-0.3,.,0%,i,i
C=CCOc1ccc(/C(CC)=N/O)cc1OC,-3%,12%,0.1%,0%,-1.7,13%,-15%,i,i
COCC(=O)NNC(=O)Cc1ccc(Cl)cc1,5%,-5%,-0.4%,0%,1.6,?,5%,i,i
CCOC(=O)N/N=C(\C)c1ccc(C)o1,-26%,2%,0.3%,2%,-1.7,?,1%,i,i
O=C(CSCc1cnn(-c2ccccc2)c1-n1cccc1)Nc1ccc(F)cc1F,-43%,0%,2.9%,.,.,-9%,?,.,.
CSCC[C@H](NC(=O)N1CCn2c1nc1ccccc12)C(=O)NCc1ccc2c(c1)OCO2,-19%,0%,2.1%,2%,-0.9,?,?,i,i
CC(C)Cc1cc(C(=O)O)c2ccccc2n1,8%,-1%,0.3%,.,-0.3,.,-15%,i,i
CCOc1ccc(NC(=O)c2oc3ccccc3c2NC(=O)C(C)(C)C)cc1,-4%,-10%,-0.4%,.,.,?,-33%,?,.
Cc1c(N(C)C(=O)COc2ccc3ccccc3c2)c(=O)n(-c2ccccc2)n1C,-4%,9%,-1.0%,0%,0.7,5%,-3%,i,i
CCCn1c(SCC(=O)N2c3ccccc3CC2C)n[nH]c1=O (configuration not stated),3%,-2%,0.2%,-3%,-0.5,-2%,25%,i,i
COCC(C)NC(=O)C(C)Oc1ccccc1 (configuration not stated),0%,12%,0.2%,0%,-0.6,11%,0%,?,i
O=C(NCc1ccco1)NC12CC3CC(CC(C3)C1)C2,-2%,-13%,3.3%,-1%,-8.0,-17%,5%,i,.
Cc1cccc(N(C(=O)CNC(=O)c2ccco2)C(C(=O)NC2CCCCC2)c2cccnc2)c1 (configuration not stated),-20%,3%,2.8%,0%,-6.8,-2%,-30%,i,i
Cc1ccc(NC(=O)c2ccc(S(=O)(=O)N3CCOCC3)cc2)nc1,-8%,-28%,-0.5%,-1%,-1.6,15%,29%,i,i
COc1cccc(NC(=O)CN(C)C(=O)c2cccc(NS(=O)(=O)c3ccccc3)c2)c1,-8%,-8%,0.0%,-1%,1.5,12%,-23%,i,i
COc1cc(OC)cc(-c2c(-c3cccs3)c3cc(-c4ccc(N(C)C)nc4)ccc3n2C)c1,-3%,-4%,-0.9%,-9%,-0.4,2%,-20%,?,i
Cc1ccc([C@H]2C(C(=O)O)=CC[C@@H](c3cccs3)N2S(=O)(=O)c2ccc(C)cc2)cc1,-12%,?,2.2%,0%,0.2,26µM*,3%,?,i
CC(Sc1nc(-c2ccccc2)c(-c2ccccc2)[nH]1)C(=O)NCC1CCCO1 (configuration not stated),1%,.,-0.3%,.,-1.8,.,-3%,i,i
CCC(C)NC(=O)c1ccc2c(c1)N(Cc1ccccc1)C(=O)c1ccccc1S2(=O)=O (configuration not stated),1%,-7%,4.0%,.,.,-21%,.,.,.
CCN(CC)CCn1c2c(c(SCC(=O)Nc3nc4ccccc4s3)nc1=O)CCCC2,-1%,0%,1.2%,4%,4.8,-7%,-12%,i,i
CN(C)C(=S)NC(=S)Nc1ccc2ccccc2c1,-4%,-2%,23%,.,-2.3,?,?,?,i
Cc1cc(=O)oc2cc(OCc3ccc(C(=O)N4CCN(c5ccc([N+](=O)[O-])cc5)CC4)cc3)ccc12,-6%,-10%,-2.0%,-2%,-1.2,-30%,-6%,i,i
COc1ccc(NC(=O)C2CCCN2C(=O)OCc2ccccc2)c(OC)c1 (configuration not stated),1%,-5%,0.3%,-6%,-4.6,14%,0%,i,i
CC1CCN(CC(O)COc2cccc(F)c2)CC1 (configuration not stated),3%,-2%,0.5%,0%,-1.3,-8%,3%,i,i
O=C(Cc1ccccc1)NNc1c2ccccc2nc2ccccc12,-25%,-6%,4.1%,-17%,1.6,-12%,-22%,?,i

Quoted from the entries so far, 5 compounds:
Compound,HepG2 tox,A549 tox,Nrf2 ARE act,MmCpn inh,CCT chaperon mod,Nrf2 inh,TGFb SMAD3 inh,ATXN viability,pAkt inh
CN(C)C(=S)NC(=S)Nc1ccc2ccccc2c1,-4%,-2%,23%,.,-2.3,?,?,?,i
Cc1cc(=O)oc2cc(OCc3ccc(C(=O)N4CCN(c5ccc([N+](=O)[O-])cc5)CC4)cc3)ccc12,-6%,-10%,-2.0%,-2%,-1.2,-30%,-6%,i,i
COc1ccc(NC(=O)C2CCCN2C(=O)OCc2ccccc2)c(OC)c1 (configuration not stated),1%,-5%,0.3%,-6%,-4.6,14%,0%,i,i
CC1CCN(CC(O)COc2cccc(F)c2)CC1 (configuration not stated),3%,-2%,0.5%,0%,-1.3,-8%,3%,i,i
O=C(Cc1ccccc1)NNc1c2ccccc2nc2ccccc12,-25%,-6%,4.1%,-17%,1.6,-12%,-22%,?,i
